Bioassay records deposited in PubChem BioAssay by several laboratories.
MITF TRPM1 HTS – activators of MITF-driven TRPM1 promoter activity in SK-MEL-5 cells. SK-MEL-5 TRPM1-promoter luciferase, 24 h; % of positive control, neutral wells = 0. activation, % at 12.5 µM. 0.75% of 300,000 active;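 active = mean activation of at least 80% with every replicate also reaching 80%; inconclusive = mean reaches 80% but some replicate falls short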;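 also: 0% = neutral control wells and 100% = parthenolide positive control wells; values of inactives mirror those of a sister screen read the other way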
dFosB activator – mouse delta FosB homodimer activation; purified delta FosB, TAMRA-CDK5 oligo fluorescence polarization; percent of positive-control signal above neutral wells; activation, % at 25 µM; 0.99% of 340,000 active;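 active = mean activation above about 17%, with every replicate also reaching it, limit read from the data, passing the limit was not always enough; inconclusive = only one of the two conditions met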;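 also: fluorescence polarization rise as delta FosB binds a TAMRA Cdk5 AP-1 oligo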
NSD2 inh – blocks human histone methyltransferase NSD2. inhibition, % at 12.5 µM. O96028. NSD2 peptide methylation, AlphaScreen, 120 min. 0.54% of 310,000 active; in the data active = inhibition above about 50%
Target sequence (O96028 whole entry, looked up): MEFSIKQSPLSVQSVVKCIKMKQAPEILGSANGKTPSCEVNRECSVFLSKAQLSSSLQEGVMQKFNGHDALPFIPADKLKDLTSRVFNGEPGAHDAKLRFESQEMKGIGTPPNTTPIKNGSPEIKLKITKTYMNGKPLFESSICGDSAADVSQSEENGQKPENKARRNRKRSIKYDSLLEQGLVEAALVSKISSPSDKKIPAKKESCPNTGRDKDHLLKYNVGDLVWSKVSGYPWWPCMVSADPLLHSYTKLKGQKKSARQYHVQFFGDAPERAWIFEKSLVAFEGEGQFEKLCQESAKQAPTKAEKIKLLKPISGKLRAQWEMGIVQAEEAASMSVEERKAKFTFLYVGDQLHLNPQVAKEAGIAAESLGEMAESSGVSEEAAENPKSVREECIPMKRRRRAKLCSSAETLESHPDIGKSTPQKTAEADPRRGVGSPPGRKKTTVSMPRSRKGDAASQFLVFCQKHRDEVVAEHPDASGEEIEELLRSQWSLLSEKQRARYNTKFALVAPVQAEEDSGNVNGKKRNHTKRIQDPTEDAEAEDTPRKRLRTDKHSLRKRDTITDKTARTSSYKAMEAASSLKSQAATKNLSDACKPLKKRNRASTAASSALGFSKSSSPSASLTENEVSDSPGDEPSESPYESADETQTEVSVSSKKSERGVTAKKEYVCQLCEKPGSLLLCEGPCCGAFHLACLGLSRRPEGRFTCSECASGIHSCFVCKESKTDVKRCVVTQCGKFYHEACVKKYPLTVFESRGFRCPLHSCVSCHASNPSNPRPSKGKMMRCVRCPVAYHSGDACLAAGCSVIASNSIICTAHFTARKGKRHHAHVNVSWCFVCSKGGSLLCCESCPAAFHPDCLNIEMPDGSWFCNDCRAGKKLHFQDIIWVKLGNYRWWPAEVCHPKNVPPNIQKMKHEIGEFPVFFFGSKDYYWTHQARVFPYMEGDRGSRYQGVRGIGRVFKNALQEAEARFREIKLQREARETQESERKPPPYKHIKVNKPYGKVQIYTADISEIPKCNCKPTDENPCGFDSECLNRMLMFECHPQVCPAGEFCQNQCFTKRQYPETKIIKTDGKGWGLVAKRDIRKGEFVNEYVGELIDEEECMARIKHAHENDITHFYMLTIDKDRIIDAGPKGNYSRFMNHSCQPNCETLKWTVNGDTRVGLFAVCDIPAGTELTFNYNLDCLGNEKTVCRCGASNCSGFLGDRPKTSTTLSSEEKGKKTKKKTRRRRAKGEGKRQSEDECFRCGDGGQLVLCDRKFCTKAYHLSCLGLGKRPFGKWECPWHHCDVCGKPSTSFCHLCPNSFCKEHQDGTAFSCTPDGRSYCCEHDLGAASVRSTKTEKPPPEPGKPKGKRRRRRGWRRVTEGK
V-ATPase pH – yeast V-ATPase proton transport regulation by pHLuorin; 0.37% of 350,000 active; AID 504577; response, % at 10 µM; S. cerevisiae, pHLuorin cytosolic pH fluorescence; in the data active = response mostly above about 7.3%, no sharp cut-off; inactive = mostly below about 5.4%; also: actives read high; inactives centre near 0; some compounds called inactive have numbers as strong as hits; reference of the scale not given here
Wnt bcat act – Wnt/beta-catenin pathway activation; Wnt/beta-catenin reporter cell assay, activator, plate reader; activation, % at 9.35 µM; 1.2% of 300,000 active; in the data active = activation above about 30%, passing the limit was not always enough; inconclusive = no clear call, values can overlap the other calls;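 also: 0% = neutral control wells and 100% = positive control wells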
HTR5A ag ctr – activates human HTR5A in OPRM1-OPRD1 agonist counter-screen; P47898; HTR5A agonist assay, luminescence, cell-based; activation, % at 9.3 µM; 0.61% of 340,000 active; in the data active = activation mostly above about 9.5%, no sharp cut-off; inactive = mostly below about 7.6%;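 also: 0% = cells with vehicle only and 100% = reference agonist; strong numbers were not always called active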
CDK5 p35 inh – inhibitors of human CDK5/p35 kinase; 0.01% of 330,000 active; Recombinant CDK5/p35, ADP-Glo luminescence, 60 min; inhibition, % at 10 µM; AID 488839;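 active = highest replicate inhibition of at least 50% and at least 75% of replicates reaching 50%; inconclusive = only one of the two criteria met; inactive = both criteria failed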;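 also: plate controls were DMSO neutral control for no effect and GW8510 at 10 µM for full effect; many of its hits are not listed in these tables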
PvdQ acylase – blocks Pseudomonas aeruginosa PvdQ acylase activity; purified PvdQ acylase, fluorescence plate reader; 0.063% of 340,000 active; AID 488965; inhibition, % at 10 µM; in the data active = inhibition above about 30%, passing the limit was not always enough; inconclusive = no clear call, values can overlap the other calls;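 also: 0% = vehicle neutral wells and 100% = reference inhibitor wells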
HTR5A inv ag – HTR5A inverse agonism, opioid heterodimer counter-screen; HTR5A cell line, luminescence; inhibition, % at 9.3 µM; 0.083% of 340,000 active; AID 504634; in the data active = inhibition mostly above about 23%, no sharp cut-off; inactive = mostly below about 18%;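 also: 0% = cells with DMSO and 100% = no-cell wells with DMSO; some compounds called inactive have numbers as strong as hits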
SR-BI HDL uptake – blocks mouse SR-BI lipid uptake from DiI-HDL | AID 488896 | 0.96% of 320,000 active | ldlA[mSR-BI] CHO cells, DiI-HDL uptake fluorescence, 3 h | Q61009 | inhibition, % at 12.5 µM;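 active = mean replicate inhibition of at least 70% and a set share of replicates each scoring 70 or more; inconclusive = meets just one of the two criteria; inactive = fails both criteria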;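 also: 0% = median of neutral control wells and 100% = median of positive control wells; values of inactives mirror those of a sister screen read the other way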
The depositor's hits bear a star; ? = inconclusive; / = no result given.

SMILES	MITF TRPM1 HTS	dFosB activator	NSD2 inh	V-ATPase pH	Wnt bcat act	HTR5A ag ctr	CDK5 p35 inh	PvdQ acylase	HTR5A inv ag	SR-BI HDL uptake
CCC(C)NC(=O)CSc1nc2ccccc2c(=O)n1Cc1ccc(OC)cc1 (stereo not given)	/	5	2	-4	-4	2	1.6	-17	-2	0
COc1ccc(/C=C/c2ccncc2)c2ccccc12	-6	-10	/	0	/	-6	-1.2	3	-42	-4
Cc1ccn2c(=O)cc(C)nc2c1	-12	-6	-1	0	3	0	1.2	-7	1	3
COc1ccc(CC(=O)OCCN(C)C)cc1	10	4	2	-1	-1	1	0.0	-9	6	-14
COc1cccc(OCC(=O)N(C)Cc2nc(-c3cccc(C)c3)no2)c1	-6	-5	-4	8	-1	1	2.1	14	7	-11
CCCCOC(=O)/C(=C/c1cn(C)c2ccccc12)NC(=O)c1ccc(OC)cc1	-10	0	-1	4	-2	3	-0.3	-10	-8	14
COc1cc(CN2CCNC(=O)C2CC(=O)N(C)CCCN2CCOCC2)cc(OC)c1 (stereo not given)	-9	-6	26	2	2	5	-0.5	-3	20	-17
COC(=O)c1c(NC(=O)CN2C(=O)C(=O)N(CC(C)C)C2=O)sc2c1CCCCC2	5	-11	3	2	/	9	-0.6	-13	9	15
CCCCCN(C(=O)CCC(=O)OCC(=O)N1CCCCC1CC)c1c(N)n(CCCC)c(=O)[nH]c1=O (stereo not given)	1	-9	7	-1	1	5	-1.5	-17	-11	-18
CCc1c(C)nc(N)n2c(SCC(=O)Nc3ccccc3)nnc12	/	8	-2	1	-1	5	-0.9	-2	2	-2
CN(Cc1ccccc1)CC(O)COc1ccc(CNCCCOc2cccnc2)cc1 (stereo not given)	11	-8	9	-4	-1	0	0.9	-13	-2	/
O=C1CN(C(=O)COC(=O)CNS(=O)(=O)c2ccccc2)c2ccccc2N1	-6	-1	-4	0	0	-4	-0.2	8	-2	-5
CCN1CCN(C(=O)C2CCN(Cc3cc(Cl)ccc3O)CC2)CC1	7	-1	2	-2	-2	-2	0.0	-21	5	-15
COc1ccc(-n2c(SCC(=O)N3CCc4ccccc43)nnc2-c2c[nH]c3ccccc23)cc1	-9	49*	/	6	-5	2	0.2	-2	-7	2
Cc1ccc(CNC(=O)COC(=O)CSc2cc(C)c(Br)cc2C)cc1	-11	9	-1	0	3	0	-1.6	9	-9	1
O=C(COc1ccccc1Cl)N1CCN(c2ccccn2)CC1	2	0	2	-3	-5	1	0.2	-2	-10	2
Cc1ccnc(Nc2nc(-c3sc(C)nc3C)cs2)c1	/	-17	8	0	1	0	4.5	-16	-6	51
CC(=O)N1CC=C2C(C#N)=C(N)C(C#N)(C#N)C(CCc3ccccc3)C2C1 (stereo not given)	-21	-17	5	1	13	-8	0.0	-6	7	-3
COC(=O)c1ccc(NC(=O)c2ccc(NC(=O)C3CCCO3)cc2)cc1 (stereo not given)	8	-7	0	-3	1	-1	2.0	-11	2	26
C/C(=N\NC(=O)C1CC1)c1ccc(C(C)(C)C)cc1	6	-3	-3	-5	5	-2	-0.8	9	5	7
C=CCNc1c2c(nc3ncnn13)CC(C)CC2 (stereo not given)	-13	-5	-2	-2	-1	-1	0.3	-8	5	19
Cc1ccc(C)c(NC(=O)C(c2ccccc2)N2CCOCC2)c1 (stereo not given)	5	4	-8	0	-7	-6	1.5	3	14	-9
Cc1ccc(NC(=O)c2cc(S(=O)(=O)N3CCOCC3)cn2C)c(C)c1	7	-1	/	-5	-1	0	-0.4	1	0	50
Cc1cccc(NC(=O)CN2CCN(C(=O)C3CCC3)CC2)c1C	-5	4	2	-1	0	-4	-0.5	-4	11	-10
Cc1cc(C)nc(NC(=O)CN2C(=O)c3ccccc3S2(=O)=O)n1	-1	3	0	-1	-2	15	0.2	-14	-40	-2
COC(=O)c1cccc(NC(=O)NC(=O)c2ccccc2Cl)c1	-58	3	-1	0	19	2	2.6	-13	5	14
COCCNc1ncnc2nc[nH]c12	/	-6	-1	4	-6	5	1.7	-9	-14	-11
COc1ccc(C(=O)N(CC2CCCO2)C(C(=O)NC2CCCC2)c2ccc(C)cc2)cc1OC (stereo not given)	/	-12	-1	5	1	1	-1.1	-14	-2	-13
NC(=O)NCc1ccc(Cl)cc1	-4	-3	8	-6	/	5	0.5	12	8	-9
COc1cc(OC)c(C(=O)OCC(=O)N2CCN(S(=O)(=O)c3ccc(C)cc3C)CC2)cc1OC	/	-19	0	-2	-1	6	-3.8	-1	13	5
FC(F)(F)Oc1ccc(NC(=S)NCc2ccccc2)cc1	3	-5	-3	5	-1	1	-0.7	5	-2	13
CSc1nc(C)cc(OCCO)n1	5	-1	13	-1	-1	-1	0.2	-8	18	-19
C=CCn1c(SCc2ccc(OC)cc2)nnc1-c1cccnc1	/	3	-1	1	/	2	-0.2	16	-6	-7
Brc1cccc(Cn2c(-c3cncs3)nc3ccccc32)c1	0	-5	0	7	/	3	-0.4	-12	-8	13
COc1ccccc1NC(=O)N(CCN1CCCC1)Cc1cc2cc(C)ccc2[nH]c1=O	-5	3	-4	2	-5	2	0.8	-7	-2	-18
Cn1cc(CCC(=O)NCc2ccc(Cl)cc2)c2ccccc21	-9	-1	-2	0	3	-4	0.8	-12	14	4
CCOC(=O)C1(CCc2ccccc2)CCN(C(=O)CCn2cnnn2)CC1	37	-9	-1	9	2	-2	1.8	13	6	4
Cc1ccc2c(C)[nH]c(=O)cc2c1	-12	0	-3	4	-4	5	1.7	-14	-13	6
COc1ccc(NC(=O)CCCNC(=O)c2ccc(Cl)cc2)c(OC)c1	-2	9	-3	-2	-1	-4	1.3	4	-21	-2
C/C(=N/OC(=O)c1c(F)cccc1F)c1nccs1	/	-8	2	0	-4	-4	3.6	-7	15	-10
CCN(CC)S(=O)(=O)c1cc(C(=O)Nc2cc(C)on2)c(Cl)cc1Cl	-7	-1	-1	1	-1	6	2.1	8	-7	-8
COc1ccc(/C=C(\NC(=O)c2ccccc2)C(=O)NCCC(=O)O)cc1	0	0	0	-2	1	0	-0.7	-4	37	-18
O=C(O)/C=C/C(=O)Nc1ccc(OCc2ccccc2)cc1	0	7	-2	0	3	-3	-0.9	-10	-20	/
C/C(CC(=O)Nc1ccc2c(c1)OCO2)=N\NC(=O)c1ccccc1N	/	-4	1	1	?	/	1.5	-2	/	-8
N#Cc1ccc(-c2ccco2)nc1SCC(=O)c1ccc(Cl)cc1	15	-11	-1	-3	/	3	1.4	-14	-11	24
Cc1ccc(-n2c(=O)cc(N3CCC(C)CC3)[nH]c2=O)cc1	4	0	0	-3	1	-1	-0.5	-8	4	-3
CC1(C(=O)OCC(=O)Nc2ccc(S(=O)(=O)N3CCOCC3)cc2)CC1(Cl)Cl (stereo not given)	-13	0	-4	-2	-1	-2	-1.8	12	7	-27
CN1CCSc2ccc(C(=O)Nc3cccc(F)c3)cc21	65	-1	-11	-2	10	-2	-0.2	-14	6	/

Retrieved by structure from the entries so far, 2 records:
SMILES	MITF TRPM1 HTS	dFosB activator	NSD2 inh	V-ATPase pH	Wnt bcat act	HTR5A ag ctr	CDK5 p35 inh	PvdQ acylase	HTR5A inv ag	SR-BI HDL uptake
CN1CCSc2ccc(C(=O)Nc3cccc(F)c3)cc21	65	-1	-11	-2	10	-2	-0.2	-14	6	/
N#Cc1ccc(-c2ccco2)nc1SCC(=O)c1ccc(Cl)cc1	15	-11	-1	-3	/	3	1.4	-14	-11	24

(list continues)
SMILES	MITF TRPM1 HTS	dFosB activator	NSD2 inh	V-ATPase pH	Wnt bcat act	HTR5A ag ctr	CDK5 p35 inh	PvdQ acylase	HTR5A inv ag	SR-BI HDL uptake
CCSc1sccc1C1C(C#N)=C(N)N(c2cccnc2)C2=C1C(=O)CC(C)(C)C2 (stereo not given)	7	-8	1	-1	-4	-1	1.9	2	2	-6
CCc1nc(Nc2ccc3c(c2)OCO3)c2oc3ccccc3c2n1	/	-12	-2	1	-11	5	0.9	-2	-5	40
Cc1cc(C(=O)Nc2ccccc2C(F)(F)F)no1	12	2	-1	2	/	-3	1.4	-2	-25	-1
CCCCc1nc2c(C)c(N)cnc2n1Cc1cccc([N+](=O)[O-])c1	-12	0	2	-1	-1	3	0.7	-19	-12	-27
CCOC(=O)C1=C(COC(=O)c2sccc2C)NC(=O)NC1C (stereo not given)	-5	-5	-5	4	-1	1	-1.2	-3	-3	0
O=C(OCC(=O)c1c[nH]c2ccccc12)c1ccc([N+](=O)[O-])s1	-34	0	3	-2	0	-2	0.7	1	6	68
O=C1CC(c2ccc(Cl)cc2)n2nc(N3C(=O)c4ccccc4C3=O)nc2N1 (stereo not given)	1	5	1	-5	/	3	0.7	-9	-27	-11
COc1cc(CC(=O)OCC(=O)NC2CCCCC2C)cc(OC)c1OC (stereo not given)	6	6	9	2	-1	0	-2.0	-1	-17	-5
CCOc1cc(C(=O)Nc2cc3c(cc2N2CCOCC2)n(C)c(=O)n3C)cc(OCC)c1OCC	14	-4	-3	-1	-1	2	1.1	-3	-22	30
CS(=O)c1ccccc1-c1nc(-c2ccc([N+](=O)[O-])cc2)no1 (stereo not given)	2	5	-3	4	5	3	-6.5	-20	-7	6
COc1ccc(CNC(=O)C(C)N2C(=O)NC3(CCCCCCC3)C2=O)cc1 (stereo not given)	-2	1	2	-1	-2	0	-0.4	-6	-2	-10
Cc1ccccc1NC(=O)CSC(N)=O	-9	-1	1	2	-2	0	1.6	-76	0	-2
O=C(Nc1ccc(N2CCOCC2)nc1)c1c(F)cccc1F	/	-2	-3	3	25	/	0.2	-11	/	2
CCOc1cc(-c2nc(-c3ccccc3OC)no2)cc(OCC)c1OCC	-3	-14	1	2	/	5	-0.8	-13	5	80*
Cc1ccc(-c2n[nH]c3c2C(c2ccccc2)N(c2ccc(C(=O)O)cc2)C3=O)cc1 (stereo not given)	-8	-15	5	1	-1	-3	-0.2	-8	11	/
COc1ccc(NC(=S)N2CCN(Cc3cccc(F)c3)CC2)c(OC)c1	-1	-9	0	-1	0	6	-0.2	-5	16	-20
C[N+](C)(CCCCCC[N+](C)(C)CCCN1C(=O)c2cccc3cccc(c23)C1=O)CCCN1C(=O)c2cccc3cccc(c23)C1=O	0	85*	/	0	/	5	-1.4	-23	-19	-3
COc1ccc(OC)c(C(=O)NC(CC(N)=O)c2ccc(N3CCCCCC3)c([N+](=O)[O-])c2)c1 (stereo not given)	3	-1	/	2	-7	-3	0.7	-8	-32	/
O=C(c1ccccc1)N(NC(=O)C(O)(c1ccccc1)c1ccccc1)c1cccc(F)c1	-2	3	-4	-1	-2	-1	-1.0	-11	5	27
O=S(=O)(c1ccc(Cl)cc1)n1ccc(-c2cccc(OCc3c(F)cccc3Cl)c2)n1	15	-5	/	-2	0	4	0.2	-1	1	49
C=CCNC(=O)c1ccc(-n2cccc2)cc1	10	-3	-4	-2	14	-3	-1.4	-9	8	-9
COC(=O)c1cc(NC(=O)COC(=O)CCc2c[nH]c3ccccc23)cc(C(=O)OC)c1	4	10	2	2	-2	0	-0.9	11	1	-17
O=C(/C=C/c1cccs1)N1CCN(c2ccc(F)cc2)CC1	-1	-6	0	-2	4	-4	1.1	5	11	-11
O=C(CSc1nnc(CNc2ccc(F)cc2)o1)OC1CCCCC1	5	2	2	-1	-7	0	-0.2	-1	-6	8
Cc1[nH]c(-c2ccc(F)cc2)cc1C(=O)N1CCN(c2ccccc2F)CC1	2	-14	-3	0	0	0	1.0	-10	-2	-2
